Screens as filed in PubChem.
ADAM17 inh: ADAM17 inhibitors, primary screen, biochemical, QFRET; Disintegrin and metalloproteinase domain-containing protein 17 (Homo sapiens), P78536; recombinant ADAM17, EDANS/DABCYL FRET peptide cleavage; inhibition, % at 6.95 µM; 370,000 tested, 0.83% active; AID 720648, 2013;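 active = inhibition above the mean of compounds lying between control limits plus 3 SD, set per campaign, cut at about 8.5% in these data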;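 also: 0% = DMSO-only wells as the low control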
PLCg1 inh: PLC-gamma1 enzyme inhibitors, primary screen, biochemical, fluorescence, purified enzyme; 1-phosphatidylinositol 4,5-bisphosphate phosphodiesterase gamma-1 (Homo sapiens), P19174; fluorogenic substrate; inhibition, % at 12.2 µM; 370,000 tested, 0.84% active; in the data active = inhibition above about 9.5%
Tn6 DDE FP: inhibitors of Tn6 peptide binding to fibrin DD(E), primary screen, biochemical, fluorescence polarization, human fibrin, Tn6 probe. Fibrin DD(E) TRITC-Tn6 fluorescence polarization displacement. Fibrinogen beta chain (Homo sapiens), P02675. inhibition, % at 8.3 µM. 370,000 tested, 0.21% active;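 active = inhibition above a per-campaign cutoff: mean of compounds within control limits plus 3 SD, cut at about 15% in these data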;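 also: 0% = median of all compound wells on the plate and 100% = blocking peptide control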
Tn7 DDE FP: inhibitors of Tn7 peptide binding to fibrin DD(E), primary screen, biochemical, fluorescence polarization, human fibrin, Tn7 probe. FP displacement of FITC-Tn7 peptide from fibrin DD(E); 0% = median of compound wells per plate. inhibition, % at 8.3 µM. 370,000 tested, 0.13% active;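 active = inhibition above the mean of compounds falling within the control limits plus 3 SD of them, cut at about 14% in these data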;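 also: 0% = plate median of compound wells and 100% = 10 µM Aha-Tn7 peptide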
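Assay system: Human clot-derived fibrin DD(E) complex | Buffer or medium: Tris/NaCl/CaCl2 buffer, pH 7.8 | Repeats: One replicate per compound | Benchmarks: Aha-Tn7 high control | Measure: % inhibition scaled between sample-field median and high-control FP | Schedule: 10 min plus 3 h, room temperature | Signal: Fluorescence polarization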
ASAP1 inh: inhibitors of human ASAP1 ArfGAP activity, primary screen, biochemical, fluorescence polarization; Arf-GAP with SH3 domain, ANK repeat and PH domain-containing protein 1 (Homo sapiens), …; ASAP1-stimulated ARF1 GTP hydrolysis, GDP FP detection; inhibition, % at 16.5 µM; 360,000 tested, 0.19% active; AID 624377, 2012; in the data active = inhibition above about 25%;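 also: 0% = vehicle with enzyme and substrate and 100% = no enzyme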
TDP2 inh: human TDP2 enzyme inhibitors, primary screen, biochemical, epi absorbance, recombinant enzyme; Tyrosyl-DNA phosphodiesterase 2 (Homo sapiens), O95551; T5PNP hydrolysis, p-nitrophenol absorbance 415 nm; inhibition, % at 12.8 µM; 370,000 tested, 0.34% active;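 active = inhibition above the mean of all tested compounds plus 3 SD, set per campaign, cut at about 25% in these data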;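 also: 0% = DMSO with enzyme and 100% = buffer with substrate but no TDP2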
Target sequence (O95551 whole entry, looked up): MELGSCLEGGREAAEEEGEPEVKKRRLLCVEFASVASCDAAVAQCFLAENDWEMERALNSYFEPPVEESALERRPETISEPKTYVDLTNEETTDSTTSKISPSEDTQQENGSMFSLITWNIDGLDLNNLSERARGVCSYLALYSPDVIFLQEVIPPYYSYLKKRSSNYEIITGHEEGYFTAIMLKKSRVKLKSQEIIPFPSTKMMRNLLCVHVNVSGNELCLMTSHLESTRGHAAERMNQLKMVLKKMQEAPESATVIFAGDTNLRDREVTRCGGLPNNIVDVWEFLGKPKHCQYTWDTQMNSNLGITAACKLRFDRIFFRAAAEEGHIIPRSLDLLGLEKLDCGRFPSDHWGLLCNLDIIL
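Incubation: 2 h at 37 °C; Test system: recombinant human TDP2; Quantity: enzyme 120 nM; Read-out basis: percent inhibition; Medium: 50 mM Tris-HCl pH 7.5 with Mg2+, KCl, DTT, BSA; Repeats: single replicate; Compound: 12.8 µM single point, 1% DMSO; Signal: epi absorbance; Reagent: 5 mM T5PNP chromogenic substrate; Benchmarks: no-enzyme high, DMSO-plus-enzyme low.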
ARFGAP1 inhibitor: inhibitors of rat ARFGAP1 GAP activity, primary screen, biochemical, fluorescence polarization, GDP tracer; ADP-ribosylation factor GTPase-activating protein 1 (Rattus norvegicus), Q62848; Arfgap1-stimulated ARF1 GTP hydrolysis, GDP FP detection; inhibition, % at 16.5 µM; 360,000 tested, 0.26% active; AID 651572, 2012;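 active = inhibition above a per-plate limit, mean inhibition of low control wells plus 3 SD, cut at about 25% in these data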;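 also: 0% = DMSO wells with enzyme and 100% = wells lacking Arfgap1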
Target sequence (Q62848 1-136 limits assumed): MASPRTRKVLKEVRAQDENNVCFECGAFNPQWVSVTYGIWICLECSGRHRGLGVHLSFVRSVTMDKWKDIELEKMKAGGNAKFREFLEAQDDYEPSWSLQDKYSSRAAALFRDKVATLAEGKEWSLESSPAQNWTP
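Assay system: purified rat His6-Arfgap1 residues 1-136 (GAP domain); Reagent: human Δ17 ARF1 bound to GTP; Dosing: 16.5 µM single point, 1.26% DMSO; Times: GTP hydrolysis reaction 2 h at 25 °C; Signal: FP, GDP Alexa 633 tracer displaced from anti-GDP antibody, 620/688 nm; Measure: % inhibition from polarization.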
ADAM10 inh: human ADAM10 inhibitors, primary screen, biochemical, QFRET, HTS; Disintegrin and metalloproteinase domain-containing protein 10 (Homo sapiens), O14672; inhibition, % at 7 µM; recombinant ADAM10, EDANS/DABCYL FRET peptide cleavage, 3 h; 370,000 tested, 0.62% active;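 active = inhibition above a per-campaign cutoff equal to the mean of compounds falling between control-based bounds plus 3 SD, cut at about 20% in these data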;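 also: 0% = DMSO wells while the 100% control is not disclosed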
Target sequence (O14672 214-748 limits assumed): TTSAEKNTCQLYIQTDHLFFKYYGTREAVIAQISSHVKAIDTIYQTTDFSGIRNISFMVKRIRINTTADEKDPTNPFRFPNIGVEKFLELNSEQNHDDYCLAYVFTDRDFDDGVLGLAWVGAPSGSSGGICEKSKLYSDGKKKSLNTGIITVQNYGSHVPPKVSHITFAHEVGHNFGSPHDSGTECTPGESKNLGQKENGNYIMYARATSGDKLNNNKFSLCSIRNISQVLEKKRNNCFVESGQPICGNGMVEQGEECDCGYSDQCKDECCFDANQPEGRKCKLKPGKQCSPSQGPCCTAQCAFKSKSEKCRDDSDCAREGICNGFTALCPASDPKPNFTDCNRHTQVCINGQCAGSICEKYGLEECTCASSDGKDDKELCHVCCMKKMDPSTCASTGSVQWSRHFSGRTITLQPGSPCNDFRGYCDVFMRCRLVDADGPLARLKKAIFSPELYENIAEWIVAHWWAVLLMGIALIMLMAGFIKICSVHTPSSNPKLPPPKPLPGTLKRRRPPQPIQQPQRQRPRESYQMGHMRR
LEDGF integ inh: blockers of LEDGF/p75-dependent integrase strand transfer – biochemical, TR-FRET, high throughput, primary screen; TR-FRET IN-LEDGF/p75 DNA integration, Eu/Cy5; 370,000 tested, 0.64% active; inhibition, % at 3.7 µM; HIV-1 integrase (with human LEDGF/p75);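 active = inhibition above the screen-wide mean plus 3 SD, cut at about 13% in these data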;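 also: signal is the Cy5 over europium emission ratio at 671 and 618 nm; 0% = plate median of compound wells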
KLK7 zymogen act: proKLK7 zymogen activators, primary screen, biochemical, fluorescence intensity. Kallikrein-7 (Homo sapiens), P49862. purified proKLK7, EDANS-DABCYL substrate fluorescence; 100% is mature enzyme control, 0% vehicle. activation, % at 7 µM. 370,000 tested, 0.9% active. AID 652039, 2013;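 active = activation above the mean of all tested compounds plus 3 SD, computed per campaign excluding outliers beyond control limits, cut at about 13% in these data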
* marks the source's active call; other numbers are inactive results.

Results for CCCNC(=O)C1(C)CCCN(Cc2c(F)cccc2F)C1 (stereo not drawn) ?
ADAM17 inh: -4; PLCg1 inh: -1; Tn6 DDE FP: 0; Tn7 DDE FP: 3; ASAP1 inh: -3; TDP2 inh: -4; ARFGAP1 inhibitor: 0; ADAM10 inh: -10; LEDGF integ inh: -2; KLK7 zymogen act: -0.8

What do the screens show for `C=C(C)C1Cc2c(C)nn(-c3cccc4ccccc34)c2C1` (stereo not drawn)?
ADAM17 inh: 2; PLCg1 inh: 2; Tn6 DDE FP: -4; Tn7 DDE FP: 3; ASAP1 inh: -2; TDP2 inh: -9; ARFGAP1 inhibitor: -7; ADAM10 inh: 3; LEDGF integ inh: 0; KLK7 zymogen act: 0.2

What do the screens show for `COCCCNC(=O)c1ccccc1N(Cc1ccccc1)S(=O)(=O)c1ccccc1`?
ADAM17 inh: -1; PLCg1 inh: 0; Tn6 DDE FP: 1; Tn7 DDE FP: 4; ASAP1 inh: 9; TDP2 inh: 12; ARFGAP1 inhibitor: 3; ADAM10 inh: 5; LEDGF integ inh: 2; KLK7 zymogen act: -0.5

What do the screens show for `CCN1CCN(c2nn3c(=O)c4ccccc4nc3c3ccccc23)CC1`?
ADAM17 inh: -25; PLCg1 inh: -65; Tn6 DDE FP: 5; Tn7 DDE FP: 4; ASAP1 inh: -6; TDP2 inh: 1; ARFGAP1 inhibitor: -11; ADAM10 inh: -69; LEDGF integ inh: 0; KLK7 zymogen act: 2.1

How did Cc1ccc(CNC(=O)CS(=O)CC(=O)O)cc1 (stereo not drawn) do in these assays?
ADAM17 inh: -2; PLCg1 inh: 4; Tn6 DDE FP: 7; Tn7 DDE FP: -4; ASAP1 inh: 11; TDP2 inh: -4; ARFGAP1 inhibitor: 7; ADAM10 inh: 2; LEDGF integ inh: -3; KLK7 zymogen act: -0.5

Results for COc1ccc2oc(=N)c(C(=O)Nc3ccc(C)cc3)cc2c1 ?
ADAM17 inh: -19; PLCg1 inh: -88; Tn6 DDE FP: -5; Tn7 DDE FP: -1; ASAP1 inh: 1; TDP2 inh: 6; ARFGAP1 inhibitor: -3; ADAM10 inh: -36; LEDGF integ inh: -5; KLK7 zymogen act: -2.4

Results for CCOC(=O)[C@H]1[C@H]2COc3ccc(OC)cc3[C@@H]2N2C(=O)CN(CC3CCCO3)C(=O)[C@@]12C (stereo partly drawn) ?
ADAM17 inh: -9; PLCg1 inh: -15; Tn6 DDE FP: -5; Tn7 DDE FP: -2; ASAP1 inh: 3; TDP2 inh: 7; ARFGAP1 inhibitor: -7; ADAM10 inh: -8; LEDGF integ inh: 1; KLK7 zymogen act: 0.8

How did CCn1nc(C)cc1-c1n[nH]c(=S)n1N do in these assays?
ADAM17 inh: 0; PLCg1 inh: 2; Tn6 DDE FP: -4; Tn7 DDE FP: -1; ASAP1 inh: 14; TDP2 inh: 1; ARFGAP1 inhibitor: -5; ADAM10 inh: 9; LEDGF integ inh: -1; KLK7 zymogen act: 0.5

Results for CC(C)OC(=O)CSc1nc2ncc(Cl)cc2[nH]1 ?
ADAM17 inh: -5; PLCg1 inh: -1; Tn6 DDE FP: -6; Tn7 DDE FP: 5; ASAP1 inh: 11; TDP2 inh: -18; ARFGAP1 inhibitor: 5; ADAM10 inh: -1; LEDGF integ inh: 1; KLK7 zymogen act: -0.8

How did CCOC(=O)N1CCN(C(=O)C[C@@H]2C(=O)N3CCCC4=C3[C@@]2(C(=O)OC)CCCC4)CC1 do in these assays?
ADAM17 inh: -5; PLCg1 inh: 0; Tn6 DDE FP: -1; Tn7 DDE FP: -3; TDP2 inh: 6; ADAM10 inh: -1; LEDGF integ inh: 0; KLK7 zymogen act: -0.1

Results for CC(C)CNC(=O)NC(=O)COC(=O)C1CSC2(c3ccc(F)cc3)CCC(=O)N12 (stereo not drawn) ?
ADAM17 inh: 0; PLCg1 inh: 0; Tn6 DDE FP: 7; Tn7 DDE FP: -3; ASAP1 inh: -16; TDP2 inh: 4; ARFGAP1 inhibitor: -11; ADAM10 inh: 5; LEDGF integ inh: 1; KLK7 zymogen act: -0.2

What do the screens show for `CCC(=O)Nc1nnc(C(C)(C)C)s1`?
ADAM17 inh: -4; PLCg1 inh: -3; Tn6 DDE FP: -7; Tn7 DDE FP: 8; ASAP1 inh: 5; TDP2 inh: -2; ARFGAP1 inhibitor: 2; ADAM10 inh: -8; LEDGF integ inh: -2; KLK7 zymogen act: -1.0

What do the screens show for `CCOc1ccc(C(=O)NCC(=O)OCC(=O)Nc2ccccc2OCC)cc1`?
ADAM17 inh: 0; PLCg1 inh: 3; Tn6 DDE FP: 1; Tn7 DDE FP: 2; ASAP1 inh: 1; TDP2 inh: -5; ARFGAP1 inhibitor: 5; ADAM10 inh: 1; LEDGF integ inh: -1; KLK7 zymogen act: -0.3

Results for Cn1ccs/c1=N\S(=O)(=O)c1ccc(F)cc1 ?
ADAM17 inh: -2; PLCg1 inh: 3; Tn6 DDE FP: 3; Tn7 DDE FP: -1; ASAP1 inh: -7; TDP2 inh: 4; ARFGAP1 inhibitor: -5; ADAM10 inh: 0; LEDGF integ inh: 2; KLK7 zymogen act: 0.2

What do the screens show for `Cn1c(C(=O)N2CCC(C(N)=O)CC2)cc2cc(Cl)ccc21`?
ADAM17 inh: -2; PLCg1 inh: 1; Tn6 DDE FP: 5; Tn7 DDE FP: -1; ASAP1 inh: -4; TDP2 inh: -22; ARFGAP1 inhibitor: 1; ADAM10 inh: 12; LEDGF integ inh: 0; KLK7 zymogen act: -0.4

What do the screens show for `CC1(C)CC(=O)C(C(C2=C(O)CC(C)(C)CC2=O)c2ccc(Br)s2)C(=O)C1` (stereo not drawn)?
ADAM17 inh: -4; PLCg1 inh: 0; Tn6 DDE FP: -1; Tn7 DDE FP: 9; ASAP1 inh: 1; TDP2 inh: 0; ARFGAP1 inhibitor: -3; ADAM10 inh: 6; LEDGF integ inh: 1; KLK7 zymogen act: 0.6

How did Cc1cc(NC(=O)CSc2n[nH]c(=O)[nH]c2=O)ccc1Br do in these assays?
ADAM17 inh: -2; PLCg1 inh: 3; Tn6 DDE FP: 9; Tn7 DDE FP: 0; ASAP1 inh: 2; TDP2 inh: -2; ARFGAP1 inhibitor: 8; ADAM10 inh: 10; LEDGF integ inh: 6; KLK7 zymogen act: -0.1

Results for CCc1cc2c(=O)[nH]c(-c3ccccn3)nc2s1 ?
ADAM17 inh: -95; PLCg1 inh: -44; Tn6 DDE FP: 5; Tn7 DDE FP: 1; ASAP1 inh: 6; TDP2 inh: 1; ARFGAP1 inhibitor: 14; ADAM10 inh: -329; LEDGF integ inh: 1; KLK7 zymogen act: -26

How did CCNC(=S)N/N=C(\C)c1ccc(Cl)s1 do in these assays?
ADAM17 inh: 4; PLCg1 inh: 0; Tn6 DDE FP: 0; Tn7 DDE FP: 3; ASAP1 inh: 7; TDP2 inh: 5; ARFGAP1 inhibitor: 10; ADAM10 inh: 3; LEDGF integ inh: 0; KLK7 zymogen act: 0.0

Results for O=C(O)c1cccc(Nc2nc(-c3cccnc3)nc3ccccc23)c1 ?
ADAM17 inh: 1; PLCg1 inh: -123; Tn6 DDE FP: 9; Tn7 DDE FP: -1; ASAP1 inh: 1; TDP2 inh: -7; ARFGAP1 inhibitor: -9; ADAM10 inh: 5; LEDGF integ inh: 8; KLK7 zymogen act: -0.8

What do the screens show for `CC1CCCC(C)N1C(=O)COC(=O)CNC(=O)c1ccccc1` (stereo not drawn)?
ADAM17 inh: -4; PLCg1 inh: 2; Tn6 DDE FP: -11; Tn7 DDE FP: -6; ASAP1 inh: 0; TDP2 inh: 11; ARFGAP1 inhibitor: 0; ADAM10 inh: -10; LEDGF integ inh: -2; KLK7 zymogen act: 0.1

What do the screens show for `CCOC(=O)N1CCC(Nc2ncnc3c2cnn3-c2ccccc2)CC1`?
ADAM17 inh: -7; PLCg1 inh: 1; Tn6 DDE FP: -2; Tn7 DDE FP: -1; ASAP1 inh: 0; TDP2 inh: -4; ARFGAP1 inhibitor: 6; ADAM10 inh: 4; LEDGF integ inh: -5; KLK7 zymogen act: 0.1

How did COc1cc(/C=C2/C(=N)N3N=C(C(C)C)SC3=NC2=O)ccc1OS(=O)(=O)c1ccccc1 do in these assays?
ADAM17 inh: -27; PLCg1 inh: -17; Tn6 DDE FP: 5; Tn7 DDE FP: -4; ASAP1 inh: 1; TDP2 inh: -4; ARFGAP1 inhibitor: -6; ADAM10 inh: -79; LEDGF integ inh: 1; KLK7 zymogen act: -0.6

How did COc1ccc(C2/C(=C(/O)c3ccc4c(c3)CC(C)O4)C(=O)C(=O)N2CCCn2ccnc2)cc1 (stereo not drawn) do in these assays?
ADAM17 inh: -4; PLCg1 inh: -3; Tn6 DDE FP: 7; Tn7 DDE FP: -7; ASAP1 inh: 2; TDP2 inh: 1; ARFGAP1 inhibitor: -7; ADAM10 inh: -7; LEDGF integ inh: 1; KLK7 zymogen act: 0.2

What do the screens show for `Cc1ccc(-c2csc(NC(=O)/C=C/c3cccs3)n2)cc1C`?
ADAM17 inh: -2; PLCg1 inh: -49; Tn6 DDE FP: 2; Tn7 DDE FP: 8; ASAP1 inh: 1; TDP2 inh: 10; ARFGAP1 inhibitor: 7; ADAM10 inh: -3; LEDGF integ inh: 1; KLK7 zymogen act: -42

Random draw from the library; any-hit rate near 4.2%.
